C8 TRAIL sens: caspase-8 TRAIL sensitization | NB7+C8 cells + TRAIL, ATPlite viability luminescence | inhibition (viability loss, TRAIL sensitization), % at 10 µM | 1% of 360,000 active | AID 624354;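 active = compounds causing at least 50% loss of cell viability in the single-dose screen, relative to plate controls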
KKLEB cytotox: CF airway cell cytotoxicity counter-screen | KKLEB CF airway cells viability, ATPlite luminescence, overnight; hits give low values; cells stimulated with P. aeruginosa culture filtrate | activity change (cytotoxicity), % at 5 µM | 0.36% of 360,000 active | AID 602141;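 active = corrected activity change at or below -50% at 5 µM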
CF NFkB inh: blocks PAF-induced NF-kB reporter in cystic fibrosis cells. KKLEB NF-kB-GFP reporter, GFP fluorescence overnight. inhibition, % at 5 µM. 0.86% of 360,000 active;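 active = at least 50% inhibition at 5 µM, scaled per plate between neutral and stimulator controls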;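 also: PAF is a Pseudomonas aeruginosa culture filtrate used as stimulus; plate controls were PAF-stimulated DMSO wells for no effect and unstimulated DMSO wells for full effect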
MITF TRPM1 inh: MITF TRPM1 promoter inhibition in SK-MEL-5 cells | SK-MEL-5 TRPM1 promoter luciferase, 24 h | inhibition, % at 12.5 µM | 0.83% of 330,000 active | AID 488899;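 active = mean inhibition across replicates of 60% or more, whatever share of single replicates reaches that level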; also: values of inactives mirror those of a sister screen read the other way
Peg3 prom inh: inhibitors of Peg3 promoter; HeLa PEG-Prom luciferase reporter, luminescence, overnight; inhibition, % at 20 µM; 1.7% of 360,000 active; AID 588405;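 active = inhibition of at least 50% at 20 µM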
Shn3 inh set2: inhibitors of Schnurri-3 3'UTR reporter in osteoblasts | 0.52% of 360,000 active | inhibition, % at 12.5 µM | Clone20 osteoblast Shn3 3'UTR firefly luciferase, 24 h | AID 588674;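 active = mean inhibition of at least 75% with every replicate also reaching 75%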;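 also: 0% = median of neutral control wells and 100% = pilot-screen positive control compound; some compounds past the cut are filed as inactive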
HIF-2a block: inhibitors of HIF-2a. 786-0 RCC cells HIF-2a reporter, luciferase luminescence, overnight. inhibition, % at 18.8 µM. 0.72% of 360,000 active;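 active = inhibition of the luminescence signal of 40% or more relative to plate controls, in a single-dose primary screen at 18.75 µM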
EBV LMP1 NFkB: inhibitors of Epstein-Barr LMP1-induced NF-kappaB reporter; LMP1-induced NF-kappaB luciferase reporter cells, luminescence; inhibition, % at 12.5 µM; 0.69% of 350,000 active; in the data active = inhibition above about 41%;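 also: 0% = neutral control wells and 100% = reference inhibitor control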
NR2E3 ag-1: human photoreceptor-specific nuclear receptor agonism. inhibition of corepressor binding, % at 3.98 µM. 0.35% of 360,000 active. CHO-S Gal4-NCOR/VP16-NR2E3 two-hybrid, luciferase. AID 602229. Q9Y5X4;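 active = inhibition above the mean of all tested compounds plus 3 SD, cut at about 70% in these data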;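 also: 0% = DMSO with NR2E3 transfected cells and 100% = cells lacking NR2E3 construct; higher means lower luciferase signal from less NR2E3 corepressor binding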
Target sequence (Q9Y5X4 whole entry, looked up, the tested form may be a part): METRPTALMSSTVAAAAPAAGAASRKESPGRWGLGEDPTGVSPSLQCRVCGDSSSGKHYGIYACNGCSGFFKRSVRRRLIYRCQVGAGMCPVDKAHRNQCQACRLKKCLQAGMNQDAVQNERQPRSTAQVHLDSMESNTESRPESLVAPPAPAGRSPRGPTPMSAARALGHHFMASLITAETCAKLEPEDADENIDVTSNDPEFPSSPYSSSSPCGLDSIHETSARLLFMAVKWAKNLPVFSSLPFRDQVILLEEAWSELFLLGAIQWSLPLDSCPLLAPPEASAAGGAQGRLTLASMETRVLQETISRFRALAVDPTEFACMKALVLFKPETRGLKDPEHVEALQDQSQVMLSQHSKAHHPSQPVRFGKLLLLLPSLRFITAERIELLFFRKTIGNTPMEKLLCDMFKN
iPSC survival up: enhancers of human iPSC single-cell survival; hiPSC single-cell survival, ATPlite luminescence; 100% = ROCK inhibitor wells, 0% = DMSO; survival enhancement, % at 20 µM; 0.044% of 360,000 active; AID 602274; in the data active = survival enhancement above about 18%;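 also: cells exposed to compounds for 16 hours before the ATP read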
NR2E3 ag-2: NR2E3 (human) agonism; AID 2300; Q9Y5X4; GST-NR2E3/biotin-RetCOR TR-FRET, 1536-well; 0.12% of 320,000 active; inhibition of corepressor binding, % at 4.78 µM;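 active = percent inhibition above the cutoff of mean plus 3 SD of all tested compounds, set per screening campaign, cut at about 20% in these data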;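 also: 0% = DMSO wells and 100% = biotin wells as full block of FRET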
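Material: NR2E3–RetCOR corepressor complex | Quantity: 1.35 nM GST-tagged NR2E3 final | Schedule: 5 h at 4 °C | Replication: Singlicate compound wells | Reagent: RetCOR corepressor, biotinylated, 7 nM | Controls: Biotin wells as high control, 0.6% DMSO wells as low control | Signal: TR-FRET, Eu(K)-anti-GST donor, streptavidin-D2 acceptor, ex 340, em 617/671 nm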
* = called active by the depositor; x = not tested or not shown. An excerpt; rates above refer to the full screens.

SMILES | C8 TRAIL sens | KKLEB cytotox | CF NFkB inh | MITF TRPM1 inh | Peg3 prom inh | Shn3 inh set2 | HIF-2a block | EBV LMP1 NFkB | NR2E3 ag-1 | iPSC survival up | NR2E3 ag-2
CC(=O)c1c(C)nc(-c2ccc(OCC(=O)Nc3ccc(F)cc3)cc2)n1O | -12 | 1 | -1 | 5 | 6 | 10 | -5 | -8 | -25 | 0.4 | 1
C=CCn1c(SCC#N)nc2c(c1=O)C(C)(C)Cc1ccccc1-2 | 3 | -10 | 6 | 8 | 19 | 14 | 25 | 1 | -26 | -3.6 | 3
C/C(CC(=O)C(F)(F)F)=N\NC(=O)/C(C#N)=C/N(C)C | -15 | 1 | 13 | -8 | -7 | 8 | 20 | 5 | 9 | 0.5 | 3
Cc1cc(C)cc(N(CC(=O)NC2CCCC2)C(=O)CCC(=O)Nc2cc(C)on2)c1 | 4 | 7 | -9 | 8 | 3 | 10 | 7 | 5 | 10 | -0.3 | 0
CCOC(=O)c1c[nH][nH]c1=O | -10 | -1 | 7 | -1 | 11 | 3 | 23 | 0 | -25 | -0.6 | 2
COCc1cc(=O)n2[nH]c(C)c(-c3ccc(Cl)cc3)c2n1 | -1 | -20 | 21 | x | 35 | 32 | 12 | 12 | 51 | 5.1 | x
CC(=O)c1ccc(Nc2nc(C(C)N)cs2)cc1 (configuration not stated) | -1 | -10 | 4 | x | 8 | -5 | -1 | x | -2 | 0.4 | x
COc1cc(CCN=Cc2ccccc2O)c([N+](=O)[O-])cc1OC | -7 | -16 | 22 | x | -6 | -26 | -2 | x | -8 | 0.4 | x
Cc1ccc(NC(=O)CSc2nnc(CNC(=O)c3cccs3)o2)c(C)c1 | -6 | -31 | 8 | 0 | 5 | 1 | 11 | -1 | 26 | 0.8 | 2
CCOc1ccc(N2CC(C(=O)Nc3ccc(S(=O)(=O)Nc4nccs4)cc3)CC2=O)cc1 (configuration not stated) | -7 | 2 | -2 | x | 11 | -48 | 13 | -22 | -2 | 1.5 | -1
CCCc1c(C(=O)N/N=C/c2ccc(OCc3ccc(F)cc3)cc2)nnn1-c1nonc1N | 2 | -3 | 3 | x | -4 | -11 | -9 | 2 | -3 | -2.0 | x
CS(=O)(=O)c1nc(-c2ccc(Br)cc2)n[nH]1 | -3 | 6 | 9 | 4 | 14 | 17 | 11 | -14 | 10 | -0.2 | 2
CCCN(CCC)CCCNC(=O)c1cc2c(=O)n(C)c3ccccc3c2n1C | 1 | -1 | -33 | x | -16 | 7 | -12 | -5 | -12 | 0.7 | -1
COc1ccc(NC(=O)O/N=C/c2ccc(Br)cc2)cc1 | 7 | -12 | 18 | -11 | -15 | -12 | -82 | -4 | -81 | -0.3 | -1
C#Cc1ccc(CN2CCN(CCc3ccccc3)C(CCO)C2)cc1 (configuration not stated) | 6 | -2 | 0 | -9 | 9 | 3 | 14 | 5 | 11 | -0.6 | 0
Cc1[nH]c2ccccc2c1C(=O)COC(=O)c1ccc([N+](=O)[O-])s1 | 4 | 6 | -54 | 54 | 3 | -7 | 6 | -18 | 9 | 1.4 | 2
CC1CN(C(=O)c2ccc(COCC(F)(F)F)o2)CC(C)O1 (configuration not stated) | -5 | -2 | -14 | -4 | -10 | 9 | -12 | 1 | -29 | -0.2 | 1
Cc1cccc(OC(=O)Cn2c(C(F)(F)F)nc3ccccc32)c1 | -8 | -18 | -2 | 4 | 5 | -8 | 17 | 2 | -38 | -0.5 | 2
CN(CCN(C)C(=O)c1[nH]cnc1C(=O)Nc1ccccc1)C(=O)c1[nH]cnc1C(=O)Nc1ccccc1 | 0 | -9 | 3 | 16 | 12 | 2 | 3 | -8 | -21 | -3.2 | x
Nc1nnc(-c2cccc([N+](=O)[O-])c2)s1 | -15 | 3 | -30 | -10 | -7 | 2 | 5 | 1 | 20 | -0.3 | 2
O=C(CN(Cc1cccs1)C(=O)CNS(=O)(=O)c1ccc(Cl)cc1)NCC1CCCO1 (configuration not stated) | -1 | 12 | -7 | 16 | 14 | 8 | 19 | 4 | 6 | 0.1 | 1
CCOC(=O)c1cnn(-c2cc(Oc3ccccc3)ncn2)c1N | -1 | 7 | 2 | -45 | -66 | -54 | -70 | -23 | 2 | 8.4 | 3
COc1ccc(S(=O)(=O)N2CCC(C(=O)N[C@H](C(=O)NCc3ccncc3)C(C)C)CC2)cc1 | -8 | -4 | 3 | -4 | -3 | 2 | 7 | -3 | -31 | -0.2 | 0
CCCn1cnnc1CNC(=O)C1CCC(=O)N(CCc2ccc(OC)cc2)C1 (configuration not stated) | -9 | 6 | -6 | -6 | -3 | 4 | 5 | -4 | -17 | 0.6 | 1
O=C(Nc1ccc2nc(N3CCOCC3)sc2c1)c1ccc(F)cc1 | 0 | -3 | 19 | -12 | -55 | 4 | -63 | -59 | -3 | -0.5 | 0
CC(=O)NCCc1nc2cc(NS(=O)(=O)c3ccccc3)ccc2n1C | -14 | 4 | -9 | 19 | -10 | 4 | 31 | -2 | -7 | 1.7 | 0
O=C(Nc1ccccn1)C1CCN(C(=O)Nc2ccccc2)CC1 | 11 | -5 | 16 | 14 | 0 | -5 | -2 | -4 | 10 | -0.5 | 1
Cn1c(=O)[nH]c(=O)c2c1nc(SCCN1CCCCC1)n2CCCc1ccccc1 | -7 | -20 | 11 | -16 | 33 | 2 | 30 | -5 | -4 | 0.8 | 2
Cc1cccn2c(=O)c3cc(C(=O)NCCc4ccccc4)c(=N)n(CCCn4ccnc4)c3nc12 | 31 | 9 | -16 | -13 | 6 | 12 | 17 | -16 | -22 | -3.9 | 11
COc1ccccc1-c1csc(C(NC(C)=O)c2cccc(F)c2)n1 (configuration not stated) | -15 | 0 | 12 | x | -38 | -7 | -72 | x | 7 | -1.2 | x
O=C1C=C(c2ccnc3cc(Cl)ccc23)C[C@@H](c2ccc3c(c2)OCO3)C1 | 6 | -13 | 29 | 10 | 13 | 86* | 16 | 17 | 86* | -1.3 | 1
COc1ccc(CCN2C(=O)CC(NNC(=O)c3cccc(O)c3)C2=O)cc1 (configuration not stated) | 9 | 1 | 4 | -4 | -24 | 8 | 11 | 4 | 22 | -0.1 | 2
CCn1c2ccccc2c2cc(NC(=O)COC(=O)c3ccccc3Br)ccc21 | -5 | 6 | 1 | 0 | 8 | 11 | -4 | -21 | -12 | -0.9 | -2
CC1CCCCN1C(=O)c1ccc(S(=O)(=O)N2CCCCC2C)cc1 (configuration not stated) | -1 | -8 | -1 | 7 | 3 | 29 | 0 | -1 | 3 | -1.6 | 3
CN(C)C(=O)N1CCC(C(=O)N2CCCC(C(=O)c3cccc4ccccc34)C2)CC1 (configuration not stated) | -16 | 7 | 9 | 10 | -7 | 4 | -15 | 9 | -8 | 0.5 | 1
CCCC1OC23CCCCC2C(C#N)(C(=N)O3)C1(C#N)C#N (configuration not stated) | 10 | 2 | -5 | 10 | -2 | 1 | 11 | -17 | 1 | 0.0 | -1
O=C1CC(Cc2ccc(Cl)cc2)C(=O)N1c1ccccn1 (configuration not stated) | 4 | -6 | 0 | -3 | -5 | -1 | 6 | 0 | 4 | 0.1 | 1
O=C(COC(=O)/C=C/c1ccc(C(F)(F)F)cc1)NCCC1=CCCCC1 | 9 | 0 | 10 | 3 | -2 | 0 | 7 | -3 | -8 | -0.5 | 5
O=S(=O)(c1ccc2c(c1)OCCO2)N1CCCN(S(=O)(=O)c2c(F)cccc2F)CC1 | 15 | 1 | -2 | -4 | 2 | 7 | 2 | 1 | -13 | -1.2 | 3
CC(=O)N1CCN(C2=NC(=O)/C(=C/c3ccc(OS(=O)(=O)c4ccccc4)cc3)S2)CC1 | 23 | -4 | 17 | 8 | 40 | -20 | 34 | 11 | -23 | -0.4 | 1
Cc1cccc(C(=O)Nc2cc(C)ccc2NC(=O)COc2ccccc2)c1 | -16 | -4 | 5 | 6 | 21 | -7 | 10 | 2 | -49 | -4.8 | 3
O=C(Nc1ccc(Cl)cc1)NC1CCCCNC1=O (configuration not stated) | 4 | 16 | 3 | x | -30 | -23 | -52 | x | 6 | -0.6 | 0
CCCCNC(=O)Cn1c2c(c(-c3ccccc3Cl)cc1=O)CCC2 | -18 | -3 | 16 | 9 | 13 | -10 | 9 | -11 | 11 | -3.4 | 1
CCOC(=O)c1c(-c2ccccc2)oc2ccc(OCC(O)CNCCN(C)C)cc12 (configuration not stated) | 22 | -14 | -3 | 66* | 100* | 15 | 10 | 5 | 6 | -0.3 | 5
Cc1ccc(-c2cc(N)n(-c3ccc(C)cc3)n2)cc1 | -4 | 3 | 2 | -89 | -261 | -46 | -201 | -24 | -77 | -3.3 | -1
CCN(CC)CCNC(=O)Cn1nc(-c2ccc(C)cc2)ccc1=O | -2 | 13 | -10 | 10 | 7 | 2 | 9 | 1 | -10 | -0.4 | 3
CC(C)C(C)NC(=O)CSc1nnc(-c2c[nH]c3ccccc23)o1 (configuration not stated) | 3 | -23 | -1 | -3 | -8 | 11 | -21 | 0 | -23 | 0.7 | 0
C=CCc1cc(Cl)ccc1OCCN(C)C | -18 | 0 | 0 | 5 | 10 | 6 | -2 | 6 | -13 | 1.8 | 4
COC(=O)c1sccc1NC(=S)Nc1ccc(F)cc1 | 1 | -5 | 1 | 9 | 21 | 31 | 0 | 5 | -12 | -0.8 | 2
CCOC(=O)C1CCCN(S(=O)(=O)c2nc3nc(C)cc(C)n3n2)C1 (configuration not stated) | -8 | -5 | -7 | 3 | 0 | 9 | 15 | x | -12 | -0.4 | x
O=C(Nc1nccs1)C1CC(=O)N(c2ccccc2Cl)C1 (configuration not stated) | 0 | 3 | 9 | 5 | -15 | 2 | 12 | -1 | 5 | 0.9 | 2
CCNC(=S)N(CCc1c(C)[nH]c2ccc(C)cc12)Cc1cccs1 | -4 | -12 | 5 | -7 | 15 | -3 | 9 | -4 | -4 | 0.6 | 2
C[C@@H]1CN([C@@H](C)CO)C(=O)CCCn2nncc2CO[C@H]1CN(C)C(=O)C1CCCCC1 | -5 | 8 | -9 | x | -6 | -12 | 0 | -4 | -31 | 0.7 | x

Quoted at random: 4 entries already listed
SMILES | C8 TRAIL sens | KKLEB cytotox | CF NFkB inh | MITF TRPM1 inh | Peg3 prom inh | Shn3 inh set2 | HIF-2a block | EBV LMP1 NFkB | NR2E3 ag-1 | iPSC survival up | NR2E3 ag-2
CCNC(=S)N(CCc1c(C)[nH]c2ccc(C)cc12)Cc1cccs1 | -4 | -12 | 5 | -7 | 15 | -3 | 9 | -4 | -4 | 0.6 | 2
O=C(Nc1ccc(Cl)cc1)NC1CCCCNC1=O (configuration not stated) | 4 | 16 | 3 | x | -30 | -23 | -52 | x | 6 | -0.6 | 0
COC(=O)c1sccc1NC(=S)Nc1ccc(F)cc1 | 1 | -5 | 1 | 9 | 21 | 31 | 0 | 5 | -12 | -0.8 | 2
Cc1ccc(-c2cc(N)n(-c3ccc(C)cc3)n2)cc1 | -4 | 3 | 2 | -89 | -261 | -46 | -201 | -24 | -77 | -3.3 | -1

From PubChem BioAssay
